CHT PAM: CHT positive allosteric modulators, primary screen, cell-based, membrane potential dye, choline EC20. High affinity choline transporter 1 (Homo sapiens), Q9GZV3. CHT-expressing cells; active compounds read high; LV-AA mutant CHT in HEK293 cells. B-score at 10 µM. 310,000 compounds, 0.49% hits;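 active = initial fluorescence not abnormally high and integrated response B-score, plate-corrected, over 3 SD above library mean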
Target sequence (Q9GZV3 whole entry, looked up): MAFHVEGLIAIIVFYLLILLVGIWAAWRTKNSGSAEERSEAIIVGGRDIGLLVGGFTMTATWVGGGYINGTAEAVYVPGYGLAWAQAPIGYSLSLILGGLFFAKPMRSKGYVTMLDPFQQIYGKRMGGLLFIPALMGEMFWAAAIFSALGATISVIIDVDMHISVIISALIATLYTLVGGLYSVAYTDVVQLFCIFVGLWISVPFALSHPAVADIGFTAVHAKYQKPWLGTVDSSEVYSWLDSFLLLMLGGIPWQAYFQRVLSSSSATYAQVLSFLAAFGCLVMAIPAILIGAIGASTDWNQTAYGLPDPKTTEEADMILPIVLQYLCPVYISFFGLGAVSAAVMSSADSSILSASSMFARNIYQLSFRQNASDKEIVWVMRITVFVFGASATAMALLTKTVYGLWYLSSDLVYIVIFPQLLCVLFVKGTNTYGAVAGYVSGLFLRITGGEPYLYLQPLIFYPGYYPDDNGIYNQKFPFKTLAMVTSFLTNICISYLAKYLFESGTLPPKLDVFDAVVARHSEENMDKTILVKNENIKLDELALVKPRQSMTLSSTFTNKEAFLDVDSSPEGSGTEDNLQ
CHT block: inhibitors of human choline transporter CHT; CHT-expressing cells, membrane potential dye, choline response; active compounds read low; AID 488975, 2010; B-score at 10 µM; 310,000 compounds, 0.86% hits; High affinity choline transporter 1 (Homo sapiens), Q9GZV3;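 active = B-score over 3 SD under the library average, and starting fluorescence ratio not unusually high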;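 also: choline stimulus applied at its EC90 after an EC20 pre-addition; B-score computed on integrated fluorescence ratio after choline addition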
* hit, by the source's call; i = inactive.

SMILES	CHT PAM	CHT block
Cc1c(C)[n+](=O)c(-c2ccco2)c(C)n1[O-]	i	i
Cc1ccc(C(=O)Nc2ccc(S(=O)(=O)N3CCOCC3)cc2)cc1C	i	i
CCOc1ccccc1N1CCN(C(=O)c2cc3c(C)cc(C)cc3[nH]2)CC1	i	i
CC(C)(C)C(=O)Nc1nnc(SCC(=O)NCc2cccs2)s1	i	i
Cc1ccsc1-c1nc(CN(C)C(C2CC2)C2CC2)c(C)o1	i	i
O=C(Nc1cc2c(cc1Br)OCCO2)c1cccs1	i	i
O=C(O)CSCC(=O)NCc1csc2ccc(Cl)cc12	i	i
Cc1cccc(-c2ncc(CN3CCCC(CO)(Cc4cccc(Cl)c4)C3)cn2)c1 (stereo unspecified)	i	i
CCN(CC)S(=O)(=O)c1csc(C(=O)NC2CCCCC2)c1	i	i
Cn1nnnc1SCC(=O)Nc1ccc(Cl)cn1	i	i
Cc1c(C(=O)Nc2ccc3c(c2)OCO3)sc2nc(-c3ccccc3)cn12	i	i
CCOc1nc2cnccc2n(CC(=O)Nc2cccc(C)c2C)c1=O	i	i
COc1ccc(C2C3=C(CCCC3=O)Nc3nc(SCc4ccccc4)nn32)cc1OC (stereo unspecified)	i	i
CCOC(=O)c1ccc(NC(=O)CCc2ccc(CC)o2)cc1	i	i
Cc1ccc(OCC(O)CNS(=O)(=O)c2ccccc2C(=O)N2CCCCC2)cc1 (stereo unspecified)	i	i
Cc1ccc(OCCCCNC(C)(C)C)c([N+](=O)[O-])c1	i	i
CC(C)CC(NC(=O)OC(C)(C)C)c1cn([C@@H](CCCCNC(=O)OC(C)(C)C)C(=O)N2CCN(C(=O)OC(C)(C)C)CC2)nn1 (stereo partly specified)	i	i
CCOC(=O)N1CCC(N2CCCC(C(=O)c3cc(C)c(OC)c(C)c3)C2)CC1 (stereo unspecified)	i	i
CCCc1cc(-c2n[nH]c(=S)n2C(C)c2ccccc2)cs1 (stereo unspecified)	i	i
Cc1cc(Cl)ccc1OCC(=O)NCCCn1ccnc1	i	i
Cc1c(N=Cc2nc3ccccc3[nH]2)c(=O)n(-c2ccccc2)n1C	i	i
C=CCNC(=O)/C(=C\c1ccco1)NC(=O)c1ccco1	i	i
O=C(Nc1ccccc1)c1cc(S(=O)(=O)N2CCOCC2)cs1	i	i
CC1(c2ccc(Cl)cc2Cl)OCC(Cn2ccnc2)O1 (stereo unspecified)	i	i
O=C(c1cccnc1)c1cccnc1	i	i
CC(C)(C)C(=O)/C=C/Nc1ccccc1O	i	i
Nc1nc(CSc2nnnn2-c2ccc(F)c(Cl)c2)nc(N2CCOCC2)n1	i	i
COc1cc(S(=O)(=O)N2CCOCC2)ccc1NC(=O)COc1ccc(N(C)S(=O)(=O)c2ccc(C)cc2)cc1	i	i
CC(C)n1nnnc1-c1ccc(Cl)cc1	i	i
COc1cccc(CNC(=O)CCCC(=O)NC(C)CCc2ccccc2)c1 (stereo unspecified)	i	i
CC1CCN(S(=O)(=O)c2cccc(C(=O)N(C)C3(C)CCS(=O)(=O)C3)c2)CC1 (stereo unspecified)	i	i
Cc1ccc2cccc(Oc3cnccn3)c2n1	i	i
O=C(c1cn(-c2ccccc2)nc1-c1ccc(Cl)s1)N1CCOCC1	i	i
CN1CCN(C(=O)c2cc3cc(Cl)ccc3[nH]2)CC1	i	i
CC(C)C(=O)Nc1sc2c(c1C(N)=O)CCN(Cc1ccccc1)C2	i	i
O=C(CSc1ccc(C(F)(F)F)cc1[N+](=O)[O-])Nc1ccccc1	i	i
CC[n+]1c(/C=C/N(C)c2ccccc2)oc2ccc(Cl)cc21	i	i
CCOCCCNC(=O)c1ccccc1OC1CCN(S(C)(=O)=O)CC1	i	i
COc1ccc(-n2c(=O)c3ccccc3n(CC(=O)NC3CCCC3)c2=O)c(OC)c1	i	i
Nc1nc(N2CCOCC2)cc(=O)[nH]1	i	i
CCOc1ccc(Cc2nnc(SCC(=O)Nc3c(C)cccc3C)[nH]c2=O)cc1	i	i
CC1CCN(C(=O)c2ccc(NC(=O)C3CCCO3)cc2)CC1 (stereo unspecified)	i	i
Cc1nc2ccccc2nc1NS(=O)(=O)c1ccc(N)cc1	i	i
COc1cc(OC)nc(NC(=O)CCl)n1	i	i
COC(=O)c1c(NC(=O)CC2SC(N)=NC2=O)sc2c1CCCC2 (stereo unspecified)	i	i
Cc1ccc(S(=O)(=O)N(C)c2ccc(C(=O)NCC(c3cccs3)N3CCOCC3)cc2)cc1 (stereo unspecified)	i	i
CCN(CC)S(=O)(=O)c1ccc(N/N=C/c2ccc(O)cc2O)nc1	i	i
Cc1nonc1CN(C)C(=O)CC1C(=O)NCCN1Cc1ccccc1F (stereo unspecified)	i	i
COc1ccc(C(CNC(=O)C2CC2)N(C)C)cc1 (stereo unspecified)	i	i
O=C(NC(=S)NNC(=O)c1ccc(Cl)cc1Cl)c1cccnc1	i	i
Remaining list, next part
SMILES	CHT PAM	CHT block
CC(C)c1ccc(NC(=O)C2=NNC(=O)CC2)cc1	i	i
COc1ccc(CN(C)S(=O)(=O)c2nnc(NC(=O)c3ccccc3OC)s2)cc1OC	i	i
O=C(CNc1cccc(S(=O)(=O)N2CCOCC2)c1)N1CCc2ccccc21	i	i
CCOC(=O)CCC(=O)Nc1cccc([N+](=O)[O-])c1	i	i
O=C(Nc1nc(-c2ccccc2)c(-c2ccccc2)s1)c1ccc(S(=O)(=O)N2CCCC2)cc1	i	i
Cc1cc(NC(=O)c2ccc(Cn3cc([N+](=O)[O-])cn3)o2)no1	i	i
COc1ccc([N+](=O)[O-])cc1NC(=O)CSCc1ccccc1C	i	i
O=C(CCc1nnc2n(Cc3ccc(F)cc3)c(=O)c3ccccc3n12)NCCN1CCOCC1	i	i
CCc1nnc(NC(=O)c2cccc(OC)c2)s1	i	i
CCN(CC)CCNC(=O)Cn1c(-c2ccccn2)nc2ccccc21	i	i
Cc1cccc(C)c1N(CC(=O)NCc1ccccc1)C(=O)c1csnn1	i	i
CN(CCc1ccccn1)C(=O)CN(C)S(=O)(=O)c1ccc2c(c1)c(=O)n(C)c(=O)n2C	i	i
COc1ccc(C(=O)Oc2cc(/C=N/NS(=O)(=O)c3ccccc3)ccc2OC)cc1	i	i
CCOC(=O)c1ccc(-c2ccc(/C=N/NC(=O)c3cncc(Br)c3)o2)cc1	i	i
Clc1cccc(Cl)c1Cn1cnc(=NCc2ccco2)c2[nH]cnc21	i	i
COc1ccc(-n2ncc3c2CC(C)(C)CC3NC(=O)c2ccoc2C)cc1 (stereo unspecified)	i	i
O=C1CNC(=O)N1	i	i
Nn1c(SCC(=O)Nc2ccc(Oc3ccccc3)cc2)nnc1C1CC1	i	i
CC1Cc2cc(-c3csc(NC(=O)Cc4cccs4)n3)ccc2N1S(C)(=O)=O (stereo unspecified)	i	i
COc1ccc(S(=O)(=O)N2CCCCCC2)cc1C(=O)N(C)Cc1ccc(C)cc1	i	i
CN1CCc2c(sc(/N=C/c3cc(C(C)(C)C)ccc3O)c2C#N)C1	i	i
CN(Cc1cn(C)nc1-c1ccc(Oc2ccccc2)cc1)C1CCOC1 (stereo unspecified)	i	i
COc1cc(C(=O)NCC(=O)NC(C)c2ccc(-n3ccnc3)cc2)cc(OC)c1OC (stereo unspecified)	i	i
CCOC(=O)c1cnc(NCc2ccccc2)nc1C	i	i
CNCc1nc2ccccc2[nH]1	i	i
Cc1ccc(N(C)C(=O)c2cc(S(=O)(=O)N3CCc4ccccc43)cn2C)cc1	i	i
CC(=O)N1CCN(c2ccc(NC(=O)c3ccccc3Br)cc2Cl)CC1	i	i
Nc1nc(NC(=O)C(Cl)(Cl)Cl)nn1-c1ccccc1	i	i
Cc1ccc(CNC(=O)c2ccc3c(c2)S(=O)(=O)c2ccccc2C3=O)o1	i	i
COc1ccc(C(=O)CCc2ccc(OC)c(OC)c2)cc1	i	i
COc1ccc(NC(=O)C2CCN(C(=O)Cc3ccccc3)CC2)c(OC)c1	i	i
COc1ccc2oc(=O)c(C(=O)Oc3ccc(NC(C)=O)cc3)cc2c1	i	i
Cc1oc(-c2ccccc2F)nc1CSCC(=O)NC1CC1	i	i
Cc1ccc(/C=C(\C#N)C(=O)NCC2CCCO2)o1 (stereo unspecified)	i	i
Cc1cc(NC(=O)NC(=O)c2cccc(OC(F)(F)C(F)F)c2)n[nH]1	i	i
Cc1cc(C)c([N+](=O)[O-])cc1NC(=O)CCS(=O)(=O)c1ccccc1	i	i
CC(Sc1nc(N)c2c3c(sc2n1)CSC(C)(C)C3)C(=O)Nc1ccccc1 (stereo unspecified)	i	i
Cc1ccc(SCC(=O)NC(=O)NCc2ccccc2)c(C)c1	i	i
CCn1cc(C(=O)NCCC(C)C)c(=O)c2cc(F)c(N3CCN(C)CC3)cc21	i	i
O=C(C1CCCO1)N1CCN(S(=O)(=O)c2ccc(F)cc2)CC1 (stereo unspecified)	i	i
Cc1ccc(-c2cc(C(=O)Nc3cccnc3)[nH]n2)c(O)c1C	i	i
COCCCNC(=O)CN(c1cc(Cl)cc(Cl)c1)S(C)(=O)=O	i	i
COC(=O)c1cn(Cc2ccccc2C)nn1	i	i
Oc1ccccc1N1CCN(CC(O)COC2CCCc3ccccc32)CC1 (stereo unspecified)	i	i
Cc1nnc(SCSc2nnc(C)s2)s1	i	i
COc1cc(C)c(CN2CCSCC2)cc1C	i	i
COc1c2ccoc2c(OC[C@@H](O)C(C)(C)O)c2oc(=O)ccc12	i	i
O=C(O)CCCCCNC(=O)CCn1cnc2ccccc2c1=O	i	i
Cn1c(SCc2n[nH]c(=S)n2-c2ccccc2)nnc1-c1ccccc1	i	i
O=C(COc1ccc2ccccc2c1)NC1CC1	i	i

A draw from above in order of molecular weight, largest number first.
SMILES	CHT PAM	CHT block
CC(Sc1nc(N)c2c3c(sc2n1)CSC(C)(C)C3)C(=O)Nc1ccccc1 (stereo unspecified)	i	i
CCn1cc(C(=O)NCCC(C)C)c(=O)c2cc(F)c(N3CCN(C)CC3)cc21	i	i
COc1ccc(NC(=O)C2CCN(C(=O)Cc3ccccc3)CC2)c(OC)c1	i	i
Cn1c(SCc2n[nH]c(=S)n2-c2ccccc2)nnc1-c1ccccc1	i	i
COCCCNC(=O)CN(c1cc(Cl)cc(Cl)c1)S(C)(=O)=O	i	i
Cc1cc(C)c([N+](=O)[O-])cc1NC(=O)CCS(=O)(=O)c1ccccc1	i	i
Cc1cc(NC(=O)NC(=O)c2cccc(OC(F)(F)C(F)F)c2)n[nH]1	i	i
COc1ccc2oc(=O)c(C(=O)Oc3ccc(NC(C)=O)cc3)cc2c1	i	i
O=C(C1CCCO1)N1CCN(S(=O)(=O)c2ccc(F)cc2)CC1 (stereo unspecified)	i	i
COc1c2ccoc2c(OC[C@@H](O)C(C)(C)O)c2oc(=O)ccc12	i	i
O=C(O)CCCCCNC(=O)CCn1cnc2ccccc2c1=O	i	i
Cc1ccc(-c2cc(C(=O)Nc3cccnc3)[nH]n2)c(O)c1C	i	i
Cc1nnc(SCSc2nnc(C)s2)s1	i	i
Cc1ccc(/C=C(\C#N)C(=O)NCC2CCCO2)o1 (stereo unspecified)	i	i
COc1cc(C)c(CN2CCSCC2)cc1C	i	i
O=C(COc1ccc2ccccc2c1)NC1CC1	i	i
COC(=O)c1cn(Cc2ccccc2C)nn1	i	i

Back to the main list, repeating the two entries before the break.
SMILES	CHT PAM	CHT block
Cn1c(SCc2n[nH]c(=S)n2-c2ccccc2)nnc1-c1ccccc1	i	i
O=C(COc1ccc2ccccc2c1)NC1CC1	i	i
CCOC(=O)C1CC(C)=C(C)CC1C(=O)O (stereo unspecified)	i	i
Cc1cc(/C=N/O)c(C)n1-c1cccc(Cl)c1	i	i
C=CC[n+]1c(-c2ccccc2)csc1NC(C)(C)C	i	i
O=C(O)c1cccc(Cn2c(Cl)c(/C=N/NC(=O)c3cccc(O)c3)sc2=O)c1	i	i
O=C(Nc1cccc(F)c1)NC1CC2CCCC(C1)N2C1CC1 (stereo unspecified)	i	i
Cc1cc(C(=O)CSc2n[nH]c(N)n2)c(C)n1-c1cc(F)ccc1F	i	-7.1*
CCNC(=S)NC1CC2CCCC(C1)N2Cc1ccc(C)cc1 (stereo unspecified)	i	i
Cc1ccc(S(=O)(=O)NCC2CCC(C(=O)NCc3ccc4c(c3)OCO4)CC2)cc1 (stereo unspecified)	i	i
COc1ccc(-c2nnc(SC(C)C(=O)NCc3ccc4c(c3)OCO4)n2Cc2ccco2)cc1 (stereo unspecified)	16*	i
COc1cc(C)ccc1OCCOCCOc1ccccc1[N+](=O)[O-]	i	i
CCN(CC(O)CON=C1c2ccccc2-c2ccccc21)S(=O)(=O)c1ccc(C)cc1 (stereo unspecified)	i	i
Cc1cn(Cc2ccccc2Cn2cc(C)c(=O)[nH]c2=O)c(=O)[nH]c1=O	i	i
CCCc1cc(C(=O)Nc2c(C)n(C)n(-c3ccccc3)c2=O)no1	i	i
CCOc1ccc(N2CC(O)=C(c3ccccc3)C2=N)cc1	i	i
O=C(NC(=S)N1CCCC1)c1ccccc1	i	i
CCCNC(=S)N1CCN(c2nc(C)nc3sc4c(c23)CCCC4)CC1	i	i
COc1ccc(N2C(=NC(C)=O)SC3CS(=O)(=O)CC32)cc1OC (stereo unspecified)	i	i
S=C(NCc1ccccn1)Nc1ccccc1	i	i
Cc1cc(C(F)(F)F)nn1CC(=O)NNC(=S)Nc1ccc(Cl)cc1	i	i
O=C(c1ccco1)N1CCN(Cc2cc(=O)c(OCc3ccc([N+](=O)[O-])cc3)co2)CC1	i	i
Cc1nnc(NC(=O)C2CCCN(S(=O)(=O)c3ccccc3C(F)(F)F)C2)s1 (stereo unspecified)	i	i
CCCSc1nc2sc3c(c2c(=O)n1CC)CC(C)(C)OC3	i	i
O=C(CSc1cccc[n+]1[O-])Nc1ccc(C(F)(F)F)cc1[N+](=O)[O-]	i	i
CCCCc1nnc(NC(=O)c2ccc3c(=O)n4c(nc3c2)CCC4)s1	i	i
CC(=O)Oc1ccc(/C=N\NC(=O)c2cc3c(ccc4ccccc43)o2)cc1	i	i
CC1CN(C(=O)Nc2ccc3c(c2)OCCO3)CC(C)O1 (stereo unspecified)	i	i
N#CCc1ccc(NS(=O)(=O)c2cccs2)cc1	i	i

Screening results from PubChem BioAssay.
